Bioassay records (PubChem)
CHRM5 PAM: potentiates acetylcholine response at human M5 receptor; P08912; CHO-K1 hM5, Fluo-8 calcium, ACh EC20 PAM; 0% = ACh EC20, 100% = ACh EC100; activation, % at 3 µM; 0.3% of 360,000 active; AID 624038;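 active means activation above the run cutoff, the mean activation of all test compounds plus 3 SD, cut at about 18% in these data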
Target sequence (P08912 whole entry, looked up): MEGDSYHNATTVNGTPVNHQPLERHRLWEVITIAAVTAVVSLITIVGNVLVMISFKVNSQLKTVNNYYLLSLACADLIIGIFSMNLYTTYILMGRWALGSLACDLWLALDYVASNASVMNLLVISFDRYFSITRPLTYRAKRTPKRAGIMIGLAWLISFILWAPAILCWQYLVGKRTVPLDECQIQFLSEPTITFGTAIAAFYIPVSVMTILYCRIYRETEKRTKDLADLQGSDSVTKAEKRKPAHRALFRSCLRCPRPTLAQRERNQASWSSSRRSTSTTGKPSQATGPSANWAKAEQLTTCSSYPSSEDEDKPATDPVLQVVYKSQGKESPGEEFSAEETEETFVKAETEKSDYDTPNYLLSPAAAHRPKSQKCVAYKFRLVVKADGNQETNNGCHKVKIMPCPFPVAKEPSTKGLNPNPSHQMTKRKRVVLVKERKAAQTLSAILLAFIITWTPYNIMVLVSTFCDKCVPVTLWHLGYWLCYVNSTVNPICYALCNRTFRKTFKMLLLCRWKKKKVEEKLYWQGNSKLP
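Measured by: Fluo-8 calcium fluorescence; material: human M5 receptor in CHO-K1 cells; schedule: Post-acetylcholine fluorescence recording 140 s; benchmarks: low control EC20 acetylcholine (0%), high control EC100 acetylcholine (100%); read-out: Max/basal fluorescence ratio as % of EC20–EC100 ACh window; compound: single dose, 3 µM nominal final test concentration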
M5 ag: CHRM5 agonism in calcium assay; P08912; CHO-K1 hM5 cells, Fluo-8 calcium fluorescence; 0% DMSO wells, 100% maximal acetylcholine response; activation, % at 3 µM; 0.19% of 360,000 active; AID 624037;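 active means activation above the run's mean over test compounds plus 3 SD, cut at about 23% in these data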;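 further: signal is peak over basal fluorescence ratio across the kinetic read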
CHRM4 antagonist: CHRM4 antagonism in calcium assay. P08173. CHO-hM4 cells, ACh EC80, Fluo-8 calcium fluorescence. inhibition, % at 3 µM. 0.73% of 360,000 active;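 active means inhibition above its plate's cutoff, the mean inhibition of sample wells plus 3 SD, cut at about 27% in these data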;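 further: 0% = acetylcholine EC80 with DMSO and 100% = DMSO without agonist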
CHRM1 agonist: human M1 muscarinic receptor agonism; CHO-K1 hM1, Fluo-8 calcium fluorescence, agonist mode; 0% DMSO, 100% acetylcholine EC100; P11229; activation, % at 3 µM; 0.33% of 360,000 active; AID 588814;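 active means activation above the run's mean compound activation plus 3 SD, cut at about 16% in these data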;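 further: peak over basal fluorescence ratio within a 140 s kinetic read after compound addition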
M5 antag: antagonists of human muscarinic M5 receptor (CHRM5); P08912; CHO-hM5 cells, Fluo-8 calcium fluorescence, ACh EC80; inhibition, % at 3 µM; 0.59% of 360,000 active; AID 624040;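 active means inhibition above a per-plate cutoff, the mean of that plate's test compounds plus 3 SD, cut at about 27% in these data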;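 further: 0% = acetylcholine EC80 with DMSO and 100% = DMSO without agonist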
M1 antag: antagonists of human M1 muscarinic receptor; P11229; CHO-K1 hM1, Fluo-8 calcium fluorescence, ACh EC80 antagonist; inhibition, % at 3 µM; 1.3% of 360,000 active; AID 588852;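 active means percent inhibition above its own plate's cutoff, namely the mean of that plate's compound wells plus 3 SD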;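 further: peak over basal fluorescence ratio during 140 s after agonist addition; 0% = ACh EC80 plus DMSO and 100% = DMSO alone without agonist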
TAAR1 agonist: agonists of human TAAR1; 0.99% of 360,000 active; CHO RD-HGA16 TAAR1, Fluo-8 calcium fluorescence; vehicle wells 0%, saturating PEA agonist 100%; AID 624467; Q96RJ0; activation, % at 3 µM;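 active means activation above the mean activation of all test compounds in the run plus 3 SD, cut at about 38% in these data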
Target sequence (Q96RJ0 whole entry, looked up): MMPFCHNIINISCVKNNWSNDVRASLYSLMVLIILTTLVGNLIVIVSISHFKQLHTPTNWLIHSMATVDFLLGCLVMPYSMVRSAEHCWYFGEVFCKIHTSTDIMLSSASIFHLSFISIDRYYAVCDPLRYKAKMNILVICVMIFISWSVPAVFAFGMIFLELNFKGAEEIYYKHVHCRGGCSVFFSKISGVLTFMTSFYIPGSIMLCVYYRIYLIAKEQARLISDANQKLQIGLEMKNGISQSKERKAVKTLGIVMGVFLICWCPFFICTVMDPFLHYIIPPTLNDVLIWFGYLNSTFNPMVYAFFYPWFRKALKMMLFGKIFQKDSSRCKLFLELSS
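Assay system: CHO-derived RD-HGA16 cells with stable Gα16 and human TAAR1; timing: 17-24 h seeding, 75 min 37 °C dye, 30 min RT; read-out: % activation from peak over basal fluorescence ratio, DMSO-to-PEA scaled; measured by: kinetic Fluo-8 calcium fluorescence; benchmarks: low control DMSO, high control PEA (EC100); doses: 3 µM single concentration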
M1 PAM: human CHRM1 positive allosteric modulation. P11229. CHO-K1 hM1, Fluo-8 calcium fluorescence, ACh EC20; 0% = ACh EC20, 100% = maximal ACh. activation, % at 3 µM. 0.088% of 360,000 active; in the data active means activation above about 19%, passing the limit was not always enough
CHRM4 agonist: agonists of human muscarinic M4 receptor (CHRM4); activation, % at 3 µM; CHO-K1 hM4/Gqi5, Fluo-8 calcium fluorescence; vehicle 0%, full acetylcholine response 100%; AID 624127; P08173; 0.14% of 360,000 active;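 active means activation above the run mean over all test wells plus 3 SD, cut at about 32% in these data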;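 further: peak over basal fluorescence ratio per well then scaled between controls; 0% = DMSO wells and 100% = acetylcholine at EC100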
* marks the source's active call; other numbers are inactive results; x = no result given.

SMILES | CHRM5 PAM | M5 ag | CHRM4 antagonist | CHRM1 agonist | M5 antag | M1 antag | TAAR1 agonist | M1 PAM | CHRM4 agonist
CCCCN1C(=O)C(C2c3ccccc3C(=O)N2Cc2ccccc2)C(=O)NC1=S (stereo not drawn) | -2 | 0 | 8 | -5 | 6 | 5 | -2 | -6 | 0
COC(=O)C(O)(c1ccc(N(C)C(=O)c2ccc(Cl)c(Cl)c2)cc1)C(F)(F)F (stereo not drawn) | -3 | -2 | 8 | -8 | 1 | -4 | 5 | 8 | 4
COC(=O)C1=C(c2ccc(F)cc2F)C[C@@H]2CC[C@H]1N2C(=O)NCCOc1ccccc1 | 8 | -5 | -10 | -6 | 8 | -4 | 2 | 6 | 1
CC(C)c1ccc(N2C(=O)NC(=O)/C(=C\c3cnc(-c4ccccc4)nc3)C2=O)cc1 | 3 | 0 | 4 | -3 | -8 | 4 | 10 | 26* | 1
CCCCN1C(=O)NC(=O)C2(Cc3c(nc4ccccn4c3=O)N3CCc4ccccc4C32)C1=O (stereo not drawn) | -7 | 17 | 8 | 12 | 4 | 1 | 61* | 3 | 10
CC1SC2(CN3CCC2CC3)NC1=O (stereo not drawn) | 5 | -1 | 3 | 6 | -4 | -38 | 3 | 6 | 1
O=C1c2ccccc2-n2nncc2C2c3cc(Br)ccc3CCN12 (stereo not drawn) | -3 | -1 | -8 | -9 | 4 | 7 | 7 | -4 | 9
COC(=O)COc1cc(C)cc2oc(=O)c3c(c12)CCCC3 | 4 | -1 | 2 | -8 | -2 | -4 | 16 | 5 | 0
COc1cc2c(cc1OC)-c1c(OC)c(OC)cc3c1[C@H](C2)[N+](C)(C)CC3 | 7 | 2 | -8 | -4 | 2 | 1 | 12 | 5 | 0
CC(O)CNc1ccc([N+](=O)[O-])c2cccnc12 (stereo not drawn) | 3 | -2 | 16 | -12 | -6 | 8 | -1 | 1 | 2
Cc1ccc(CCN2CC(C(=O)N3CCC4(CC3)OCCO4)CC2=O)cc1 (stereo not drawn) | 0 | 1 | 2 | -2 | 4 | 15 | -2 | -5 | 1
Cc1cc(C=C2C(=O)N(C)C(=O)N(C)C2=O)c(C)n1-c1ccccc1 | 3 | 2 | -11 | -4 | -16 | -4 | 0 | 4 | 2
CCN1CCN(Cc2ccc(OC(F)(F)F)cc2)CC1 | 0 | -4 | 8 | -11 | 3 | 6 | 17 | 0 | 0
CCN1C(=O)N(CC)C(=O)C2(Cc3ccccc3N3CCN(c4ccccc4)CC32)C1=O (stereo not drawn) | 14 | 10 | -6 | 1 | -20 | -8 | -1 | 14 | 0
COc1ccc(OC)c(NP(=O)(Oc2ccccc2)Oc2ccccc2)c1 | -4 | -4 | -8 | -5 | 8 | -7 | 0 | 7 | 2
CCCC(C)n1[nH]c(=O)c2c1NC(=O)CSC2c1ccc(OC)cc1 (stereo not drawn) | 14 | 1 | -3 | -4 | -11 | -3 | 17 | 9 | -2
CC12CCC(O)CC1CCC1C2CCC2(C)C(C(=O)CO)CCC12 (stereo not drawn) | -11 | 5 | -17 | 6 | 4 | -12 | 5 | 2 | 12
Cc1c(N=Nc2c(O)n(C)c(=O)n(C)c2=O)c(=O)n(-c2ccccc2)n1C | -3 | -2 | 6 | -3 | 4 | -11 | 0 | 10 | 1
COC(=O)C(O)(c1ccc(NC(=O)NC2CCCCC2)cc1)C(F)(F)F (stereo not drawn) | -6 | -5 | -2 | -7 | 16 | 3 | 4 | -3 | 2
c1ccc2[nH]c(CCN3CCCCC3)nc2c1 | -7 | -1 | 7 | -6 | 11 | -3 | 2 | 2 | 1
Cc1nnc2ccc(N3CCN(C)CC3)nn12 | 2 | -1 | 2 | -3 | 2 | 2 | 6 | 3 | 0
O=C(Cc1ccc(Cl)cc1)NCCN1CCN(C(=O)Cc2ccc(Cl)cc2)CC1 | -8 | -5 | -8 | -5 | 5 | -1 | 1 | -3 | 8
COC(=O)CC1=C(C(=O)OC)C2(C(=O)Nc3c(C)cccc32)C(C#N)=C(N)O1 (stereo not drawn) | 0 | -1 | 15 | -3 | 2 | -8 | 5 | 6 | 1
CC(C)c1ccc(NC(=O)N2C[C@H]3C[C@@H](C2)c2cccc(=O)n2C3)cc1 | 3 | 2 | -18 | -4 | 2 | -7 | 0 | 6 | 2
COc1ccccc1-n1c(/C=C/c2ccc(O)cc2)nc2ccccc2c1=O | 11 | 4 | -6 | -1 | 2 | -5 | 7 | 2 | 3
CN1CC2([N+](=O)[O-])CC=C(Cl)C([N+](=O)[O-])(C1)C2 (stereo not drawn) | 5 | -1 | -2 | -1 | 12 | -8 | 15 | 11 | 2
COCCNC(=O)c1c(N)n(Cc2ccco2)c2nc3ccccc3nc12 | 6 | 3 | 7 | -6 | -8 | 13 | 0 | 0 | 1
COC(=O)C1=C(c2cccc(OCc3ccccc3)c2)C[C@@H]2CC[C@H]1N2C(=O)NCCOc1ccccc1 | 4 | 0 | -1 | 0 | 9 | 0 | 7 | 9 | 1
CS(=O)(=O)c1ccc(C2=C(CNC(=O)c3ccncc3)[C@H]3CC[C@@H](C2)N3CCOc2ccccc2)cc1 | -7 | -3 | 7 | -11 | 8 | 29* | 0 | -19 | 0
COC(=O)C1=C(c2cccc(C#N)c2)C[C@@H]2CC[C@H]1N2C(=O)NCc1cc(C)oc1C(F)(F)F | 1 | -6 | -7 | -8 | 7 | 6 | 9 | 7 | -1
COc1ccc(CCNC(=O)c2c(N)n(CCN3CCOCC3)c3nc4ccccc4nc23)cc1 | 0 | 1 | 9 | -3 | 2 | -2 | 16 | 7 | 5
CNC(=O)CSP(=S)(OC)OC | 2 | 2 | -4 | -2 | -6 | -22 | 0 | -2 | 2
Cc1cc(OCC(=O)N2C[C@H]3C[C@@H](C2)c2cccc(=O)n2C3)c2c(C)cc(=O)oc2c1 | -2 | 1 | -5 | -2 | 8 | -17 | 1 | 12 | 0
CNC(=O)Oc1cccc(-c2cn3cc(OC(=O)NC)ccc3n2)c1 | -5 | 4 | 24 | 2 | 5 | -8 | 1 | 6 | 0
CCN(CC)S(=O)(=O)c1cc(NC(=O)C(C)N2CC=C(c3ccccc3)CC2)ccc1C (stereo not drawn) | -18 | -8 | 2 | -15 | 13 | 37* | 0 | -28 | 0
CC(=O)[C@@]1(O)CCC2C3CC=C4C[C@@H](O)CC[C@]4(C)C3CC[C@@]21C (stereo partly drawn) | -2 | 4 | -5 | 3 | 11 | -6 | 2 | 2 | 1

Single records (already shown).
Record of `CNC(=O)Oc1cccc(-c2cn3cc(OC(=O)NC)ccc3n2)c1` → CHRM5 PAM: -5; M5 ag: 4; CHRM4 antagonist: 24; CHRM1 agonist: 2; M5 antag: 5; M1 antag: -8; TAAR1 agonist: 1; M1 PAM: 6; CHRM4 agonist: 0
Record of `COC(=O)C1=C(c2cccc(OCc3ccccc3)c2)C[C@@H]2CC[C@H]1N2C(=O)NCCOc1ccccc1` → CHRM5 PAM: 4; M5 ag: 0; CHRM4 antagonist: -1; CHRM1 agonist: 0; M5 antag: 9; M1 antag: 0; TAAR1 agonist: 7; M1 PAM: 9; CHRM4 agonist: 1

The list goes on:
SMILES | CHRM5 PAM | M5 ag | CHRM4 antagonist | CHRM1 agonist | M5 antag | M1 antag | TAAR1 agonist | M1 PAM | CHRM4 agonist
COc1ccc(CNCCc2ccc3c(c2)OCO3)cc1Br | -2 | -4 | 8 | -7 | 10 | 11 | 8 | -8 | 6
CC(=O)Nc1ccccc1OP1(=O)COc2ccccc2OC1 | -1 | 1 | 4 | -2 | -3 | -3 | 9 | 4 | 1
CC1CN=C(Nc2ccc(F)cc2)S1 (stereo not drawn) | 1 | -9 | -1 | -8 | 5 | 8 | 1 | -8 | 0
CC(=O)N1CC(=O)Nc2ccc(Br)cc2C1c1ccc(F)cc1 (stereo not drawn) | -4 | -3 | -10 | -4 | 17 | -12 | 2 | 6 | 1
O=c1[nH]c(O)c(C=Nc2ccccc2Sc2ccccc2)c(=O)[nH]1 | -9 | 4 | -17 | -2 | 8 | -9 | 1 | 4 | -1
CN(C)C(=O)Oc1ccc2c(c1)O/C(=C\c1ccc(Cl)cc1)C2=O | 4 | -6 | -7 | -5 | 3 | -6 | 3 | 8 | 1
O=[N+]([O-])c1c(Cl)c(Cl)c(Cl)c(Cl)c1Cl | 8 | 4 | 1 | -4 | -5 | -6 | 0 | 6 | 0
Cc1ccc(N(C)C(=O)Oc2ccc(C(=O)c3ccc(Cl)cc3)cc2)cc1 | 1 | -1 | 2 | -1 | -5 | -4 | 5 | 6 | 0
Cc1ccc2c(c1)C(c1ccccc1)=NCC(=O)N2C | -8 | 0 | -2 | -3 | 23 | -1 | 2 | 8 | 0
CCOC(=O)C(O)(c1ccc(N(CC)S(=O)(=O)c2ccc(C)cc2)cc1)C(F)(F)F (stereo not drawn) | -14 | -4 | -4 | -12 | -2 | 6 | 0 | -10 | 2
Cc1cc(C)c(NC2=NCCCS2)c(C)c1 | 7 | -6 | -1 | -7 | 6 | -1 | 4 | 0 | 1
Cc1nc2cc(C(=O)N3CCC4(CC3)OCCO4)ccc2n1-c1cccc(F)c1 | 0 | -6 | 9 | -2 | 4 | -24 | 8 | 3 | 1
COc1ccc(-c2cc(C(=O)N3CCC4(CC3)OCCO4)c3ccccc3n2)cc1 | -9 | 1 | 4 | 2 | -3 | 12 | 6 | -2 | 16
Clc1cccc(N2CCNCC2)c1 | -6 | -1 | 14 | -3 | 6 | -5 | 8 | -6 | 2
C/C(=N/O)c1ccc2ccc3ccccc3c2c1 | 3 | -1 | -2 | -4 | -13 | -8 | 4 | -2 | 0
CC1=NN(c2ccccc2)C(=O)/C1=C/c1c(O)[nH]c(=S)[nH]c1=O | -1 | -2 | 4 | 1 | 1 | -8 | -1 | 6 | 2
COc1ccc(N=Cc2c(O)n(C)c(=O)n(C)c2=O)cc1 | 2 | -2 | -7 | -2 | 9 | -4 | 2 | 6 | 0
CCCNC(=O)N1[C@H]2CC[C@@H]1C(C(=O)OC)=C(c1ccc3ccccc3c1)C2 | -3 | -4 | -15 | -7 | 13 | 3 | x | -3 | 2
COC(=O)C1=C(c2ccc(F)cc2OCc2ccccc2)C[C@@H]2CC[C@H]1N2C(=O)NCc1ccccc1Cl | -33 | -9 | 16 | -4 | 10 | 11 | 5 | -6 | 2
COc1ccc(CN2C(=O)NC(=O)/C(=C/c3ccoc3)C2=O)cc1 | -4 | 29* | -8 | 11 | 2 | -9 | 15 | 11 | 16
O=c1cccc2n1CC1CC2CN(c2ncnc3c2cnn3-c2ccc(Cl)cc2)C1 (stereo not drawn) | 8 | 1 | -1 | -3 | -6 | 12 | 1 | -10 | 2
O=Cc1cn(Cc2c(F)cccc2Cl)nc1-c1ccccc1 | 5 | -3 | 6 | -6 | -2 | -7 | -1 | 0 | 1
CCCCC1(CC)COP(=O)(OCC(Cl)(Cl)Cl)OC1 (stereo not drawn) | 1 | 0 | 3 | -2 | 7 | -15 | -1 | 11 | 1

Not all compounds are listed; rates above refer to the full screens.
